High-throughput results (PubChem BioAssay)
M5 ag – human M5 muscarinic receptor agonists, primary screen, CHO-K1 cells, Fluo-8 calcium fluorescence; CHO-K1 hM5 cells; 0% DMSO wells, 100% maximal acetylcholine response; activation, % at 3 µM; 360,000 compounds, 0.19% hits; AID 624037, 2012;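 active = activation above the run's mean over test compounds plus 3 SD, cut at about 23% in these data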;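 note: signal is peak over basal fluorescence ratio across the kinetic read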
M4 ag – human M4 muscarinic receptor agonists, primary screen, CHO-K1 cells, Fluo-8 calcium fluorescence | Muscarinic acetylcholine receptor M4 (Homo sapiens), P08173 | CHO-K1 hM4/Gqi5; vehicle 0%, full acetylcholine response 100% | activation, % at 3 µM | 360,000 compounds, 0.14% hits;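 active = activation above the run mean over all test wells plus 3 SD, cut at about 32% in these data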;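 note: peak over basal fluorescence ratio per well then scaled between controls; 0% = DMSO wells and 100% = acetylcholine at EC100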
Target sequence (P08173 whole entry, looked up): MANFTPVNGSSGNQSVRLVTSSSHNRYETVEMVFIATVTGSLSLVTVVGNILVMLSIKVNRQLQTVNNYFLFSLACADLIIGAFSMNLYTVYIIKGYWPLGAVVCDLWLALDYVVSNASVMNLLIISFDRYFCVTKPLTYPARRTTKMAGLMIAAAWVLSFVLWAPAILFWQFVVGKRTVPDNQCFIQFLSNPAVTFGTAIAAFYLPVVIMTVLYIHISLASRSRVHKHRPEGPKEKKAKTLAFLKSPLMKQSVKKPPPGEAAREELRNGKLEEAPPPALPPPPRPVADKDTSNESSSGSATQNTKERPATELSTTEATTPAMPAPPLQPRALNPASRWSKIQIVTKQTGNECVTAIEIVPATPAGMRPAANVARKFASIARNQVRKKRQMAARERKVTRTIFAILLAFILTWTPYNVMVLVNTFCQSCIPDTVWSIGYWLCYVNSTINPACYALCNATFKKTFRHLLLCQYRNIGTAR
M5 PAM – human M5 muscarinic receptor positive allosteric modulators, primary screen, CHO-K1 cells, Fluo-8 calcium fluorescence; CHO-K1 hM5, ACh EC20 PAM; 0% = ACh EC20, 100% = ACh EC100; Muscarinic acetylcholine receptor M5 (Homo sapiens), P08912; 360,000 compounds, 0.3% hits; activation, % at 3 µM; AID 624038, 2012;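 active = activation above the run cutoff, the mean activation of all test compounds plus 3 SD, cut at about 18% in these data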
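Probe or stimulus: acetylcholine, EC20 level; Assay system: human M5 receptor in CHO-K1 cells; Schedule: compound preincubation 140 s before EC20 acetylcholine addition; Technique: intracellular calcium via Fluo-8 fluorescence; Dosing: single-point, 3 µM nominal; Read-out basis: percent activation from peak-over-basal fluorescence ratio, scaled EC20-to-EC100 acetylcholine; Repeats: one well per compound, no replicates.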
CRFR2-BP antag – antagonists of CRF-BP/CRF-R2 complex, primary screen, cell-based, HEK293, calcium dye fluorescence, uHTS. CRF-induced calcium fluorescence. inhibition, % at 11.8 µM. 350,000 compounds, 0.59% hits;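 active = inhibition of the ligand-induced calcium signal above about 50% at the single tested concentration, limit read from the data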
CRFBP-R2 agonist – agonists of CRF-BP/CRF-R2 complex, primary screen, cell-based, HEK293, calcium dye fluorescence, uHTS; CRF-binding protein / CRF receptor 2 complex (human); calcium dye fluorescence (FLIPR); percent of saturating CRF peptide response; activation, % at 13.2 µM; 350,000 compounds, 0.46% hits;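 active = activation of at least 50%, plus an integration ratio under a set limit after plate pattern correction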;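 note: plate controls were neutral control wells without compound for no effect and CRF at EC100 for full effect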
CHRM4 antagonist – human M4 muscarinic receptor antagonists, primary screen, CHO cells, Fluo-8 calcium fluorescence | CHO-hM4 cells, ACh EC80 | AID 624125, 2012 | inhibition, % at 3 µM | 360,000 compounds, 0.73% hits;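 active = inhibition above its plate's cutoff, the mean inhibition of sample wells plus 3 SD, cut at about 27% in these data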;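 note: 0% = acetylcholine EC80 with DMSO and 100% = DMSO without agonist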
M5 antag – human M5 muscarinic receptor antagonists, primary screen, CHO cells, Fluo-8 calcium fluorescence; Muscarinic acetylcholine receptor M5 (Homo sapiens), P08912; CHO-hM5 cells, ACh EC80; inhibition, % at 3 µM; 360,000 compounds, 0.59% hits; AID 624040, 2012;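 active = inhibition above a per-plate cutoff, the mean of that plate's test compounds plus 3 SD, cut at about 27% in these data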;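 note: 0% = acetylcholine EC80 with DMSO and 100% = DMSO without agonist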
M1 PAM – human M1 muscarinic receptor positive allosteric modulators, primary screen, CHO-K1 cells, Fluo-8 calcium fluorescence, 1536-well | 360,000 compounds, 0.088% hits | activation, % at 3 µM | CHO-K1 hM1, ACh EC20; 0% = ACh EC20, 100% = maximal ACh | Muscarinic acetylcholine receptor M1 (Homo sapiens), P11229; in the data active = activation above about 19%, passing the limit was not always enough
Target sequence (P11229 whole entry, looked up): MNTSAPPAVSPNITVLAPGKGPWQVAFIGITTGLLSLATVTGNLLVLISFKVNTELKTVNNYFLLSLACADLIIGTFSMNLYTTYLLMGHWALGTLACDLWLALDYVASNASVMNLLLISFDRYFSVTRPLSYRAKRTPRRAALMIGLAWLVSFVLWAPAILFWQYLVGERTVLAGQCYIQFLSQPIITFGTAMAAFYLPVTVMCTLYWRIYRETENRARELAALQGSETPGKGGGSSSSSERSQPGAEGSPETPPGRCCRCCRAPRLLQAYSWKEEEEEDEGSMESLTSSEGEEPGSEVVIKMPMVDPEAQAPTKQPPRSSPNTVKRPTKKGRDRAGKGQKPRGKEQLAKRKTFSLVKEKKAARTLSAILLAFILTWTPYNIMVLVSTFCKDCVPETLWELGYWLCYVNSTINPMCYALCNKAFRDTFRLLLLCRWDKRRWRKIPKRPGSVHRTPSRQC
M4 PAM – human M4 muscarinic receptor positive allosteric modulators, primary screen, CHO-K1 cells, Fluo-8 calcium fluorescence; Muscarinic acetylcholine receptor M4 (Homo sapiens), P08173; activation, % at 3 µM; CHO-K1 hM4/Gqi5, ACh EC20; 0% = ACh EC20, 100% = maximal ACh; AID 624126, 2012; 360,000 compounds, 0.4% hits;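 active = activation above its plate's cutoff, the mean activation of sample wells plus 3 SD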; note: some results filed as inactive read as strong as hits
* marks the source's active call; other numbers are inactive results; . = no result given.

Start of the data: the first 2 entries (preview)
SMILES	M5 ag	M4 ag	M5 PAM	CRFR2-BP antag	CRFBP-R2 agonist	CHRM4 antagonist	M5 antag	M1 PAM	M4 PAM
Cc1nnc(N=c2ssnc2Cl)o1	6	1	9	13	-8.5	13	11	3	10
COc1cccc(C(=O)C2CCCN(Cc3c(C)n(C)n(-c4ccccc4)c3=O)C2)c1 (stereo unspecified)	-13	0	4	2	-0.2	0	5	-20	-26

Results, from the start:
SMILES	M5 ag	M4 ag	M5 PAM	CRFR2-BP antag	CRFBP-R2 agonist	CHRM4 antagonist	M5 antag	M1 PAM	M4 PAM
Cc1nnc(N=c2ssnc2Cl)o1	6	1	9	13	-8.5	13	11	3	10
COc1cccc(C(=O)C2CCCN(Cc3c(C)n(C)n(-c4ccccc4)c3=O)C2)c1 (stereo unspecified)	-13	0	4	2	-0.2	0	5	-20	-26
O=C(NCCCc1ccccc1)c1ccccc1O	3	7	-6	19	-0.6	-9	5	-6	-10
O=C(c1cc2n(n1)C(C(F)(F)F)CC(c1ccc(Cl)cc1)N2)N1CCCC1 (stereo unspecified)	-3	0	1	-27	-2.3	3	-5	13	8
COC(=O)[C@]12CCCCC=C1N(Cc1cccc3ccccc13)C(=O)[C@H](CC(=O)NCc1cccc(C(F)(F)F)c1)C2	2	0	-6	.	.	-11	7	.	3
Cn1c(C(=O)OC(C(=O)NCc2ccco2)c2ccncc2)cc2sccc21 (stereo unspecified)	0	1	4	22	-1.6	-6	-2	10	18
CC(C)(C)c1cc[n+](/C(C(=S)NC2CC2)=C(/[O-])c2ccc(Cl)s2)cc1	-17	-1	-16	-1	4.3	9	6	-8	-6
Cc1cc2nc(SCC(=O)Nc3nonc3C)c3c(c2cc1C)CCCC3	-1	1	2	-55	-0.8	2	1	-1	-3
COc1ccc(/C=C2\C(=N)N3N=C(CC(=O)N4CCCCC4)SC3=NC2=O)cc1	-1	1	-2	-16	1.4	3	8	10	3
CC(=O)c1cccc(NC(=O)NCc2ccco2)c1	3	1	1	5	1.3	13	-5	-1	-4
O=C(NNC(=S)Nc1ccc(Br)cc1Cl)c1ccco1	1	1	1	8	-1.6	-6	-4	5	10
Cc1ccc(OCCNC(=O)CN2C(=O)NC3(CCCC3)C2=O)cc1	1	1	3	0	1.3	-2	-3	-1	0
COC(=O)c1ccc2c(=O)n(CCN3CCOCC3)c(SCC(=O)Nc3cccc(OC)c3)nc2c1	-4	1	-5	5	-0.3	10	18	6	-7
CC1O[C@@H](OC2C(O)C(C)O[C@H](OC(=O)[C@]34CCC(C)(C)C[C@H]3C3=CCC5[C@@]6(C)CC(O)C(O[C@@H]7OC(CO)C(O)[C@@H](O)[C@@H]7O)[C@@](C)(C(=O)O)C6CC[C@@]5(C)[C@]3(CO)CC4)C2O[C@H]2OC(C)[C@@H](O[C@@H]3OCC(O[C@@H]4OC(CO)C(O)[C@H](O)C4O)[C@@H](O)[C@@H]3O)[C@H](O)C2O)C(O)C(O)C1O (stereo partly specified)	3	2	2	2	0.4	4	14	5	-1
CC(C)CCNC(=O)c1cc(-c2cccs2)nc2ccccc12	2	12	-9	-13	2.1	-8	19	-8	-8
CC(=O)Nc1cccc(C(=O)N2CCN(S(=O)(=O)c3ccc4ccccc4c3)CC2)c1	-3	4	-3	-9	0.2	-4	4	3	8
Cc1c(Nc2nc(-c3cccc([N+](=O)[O-])c3)cs2)c(=O)n(-c2ccccc2)n1C	-5	1	7	1	1.2	-10	9	5	-3
COc1ccc(S(=O)(=O)N/N=C\c2ccc3c(c2)OCO3)c(OC)c1	1	11	-11	17	-4.0	-9	1	-2	-4
C=CCOc1ccc(C[C@H](N)C(=O)NC[C@H]2O[C@@H](n3cc(C)c(=O)[nH]c3=O)C[C@@H]2O)cc1	1	0	3	-6	-0.1	-5	10	6	1
Cc1cc2c(cc1S(=O)(=O)N1CCN(c3ccccc3)CC1)OCC(=O)N2	1	0	-1	-22	-1.5	-2	4	2	5
CC(=O)Nc1ccc(S(=O)(=O)NNC(=S)NCC2CCCO2)cc1 (stereo unspecified)	-1	0	2	-2	2.4	-5	7	13	2
CC(=O)c1c(C)[nH]c(C(=O)OCC(=O)NCCc2ccc(Cl)cc2)c1C	-2	7	-8	-13	4.2	0	23	-2	2
CC(SC1CCCC1)C(=O)Nc1ccnn1C(C)C (stereo unspecified)	-1	1	2	-12	-0.8	-6	-1	6	8
COc1cccc(CNC(=O)c2ccccc2N)c1	-1	1	-5	15	-1.1	-5	-13	1	4
O=S(=O)(Nc1cccc(-c2ccc(N3CCCCCC3)nn2)c1)c1ccccc1Cl	-7	1	-11	19	-0.4	1	12	-11	-9
CC1=CC(C)(C)N(S(=O)(=O)c2ccc(C)cc2)c2ccccc21	-5	-2	-7	18	1.9	-1	10	-5	-15
CCc1noc(C)c1C(=O)Nc1nc(-c2ccc(Cl)cc2Cl)c(C)s1	-4	1	-1	2	5.3	-1	-5	-1	-1
CC1CCc2sc(C(=O)NC3CCN(Cc4ccccc4)CC3)cc2C1 (stereo unspecified)	-5	3	-3	-10	0.2	23	2	-1	-12
CCN(CC)S(=O)(=O)c1ccc(-c2cn3ccc(C)cc3n2)cc1	1	1	-1	2	-1.4	2	1	8	-1
CN(C)CCNC(=O)c1onc(CSc2nc3ccccc3[nH]2)c1C(=O)NCCN(C)C	1	2	7	5	0.1	-18	1	2	17
Cc1nc(C(=O)N2CCC(n3nccc3NC(=O)Nc3ccccc3Cl)CC2)cs1	-2	0	-4	-1	1.8	6	18	-3	-3
Cc1nc2ccccc2c(=O)n1NC(=O)c1cccc(Cl)c1	1	15	-11	13	0.1	28*	20	-7	-11
Cc1c(NC(=O)CSc2nnc(-c3cccc(Cl)c3)o2)c(=O)n(-c2ccccc2)n1C	-2	0	9	15	-0.9	1	-9	11	21
Cc1cccc(S(=O)(=O)N2CN(Cc3ccco3)c3nc4ccccc4nc32)c1	2	3	-3	-3	4.2	-2	3	2	-1
COC(=O)c1ccc2c(c1)NC(=O)C1CCCN21 (stereo unspecified)	1	1	-4	4	-3.0	-2	-1	5	1
COc1ccc(F)cc1-c1cc(C(=O)Nc2ccc(NC(C)=O)cc2)[nH]n1	1	4	-1	.	.	-2	-3	9	3
CCOc1ccc(NC(=O)CN2CCN(S(=O)(=O)c3ccc(Cl)cc3)CC2)cc1	-4	4	-5	3	-1.0	3	5	1	-2
CC(=O)Nc1ccc(S(=O)(=O)NCCCCNS(=O)(=O)c2ccc(NC(C)=O)cc2)cc1	0	1	-5	7	-0.4	4	7	3	-2
CCOC(=O)c1cnc2c(-c3ccc(F)cc3)cnn2c1C(F)(F)F	1	3	3	-7	-0.1	5	6	10	-2
COc1ccc(OCC(=O)Nc2nnc(-c3ccco3)s2)cc1	5	0	-2	-14	-0.4	-3	3	-6	5
Cc1nnc(NC(=O)c2ccccc2Br)s1	1	0	-1	-4	-0.5	-1	1	5	2
Cc1ccc(C2CC(c3cccs3)=NN2C(=O)CSC2=NN3CCCC(=O)N=C3S2)cc1 (stereo unspecified)	-2	3	-5	-43	-1.8	4	-2	1	-10
CSc1ncccc1C(=O)OCC(=O)c1ccccc1	-3	2	1	33	-1.5	-9	1	-1	9
Cc1ccc(Nc2nc(Nc3ccc(C)cc3)nc(SC3=NCCS3)n2)cc1	-1	0	-6	-27	-0.7	4	4	4	-5
COc1ncnc2c1NC1=C(S2)C(=NCCC(=O)O)CC(C)(C)C1	3	0	1	0	11	6	-6	1	2
O=C(O)c1cc(NCc2ccc3c(c2)OCO3)ccc1N1CCOCC1	-1	1	-3	17	-2.7	0	-1	3	4
COCCCn1c(SCC(=O)NC2CCCC2)nnc1-c1ccccc1	-1	1	11	-7	-1.6	-5	-2	8	8
COc1ccc(C(C)=O)cc1COC(=O)C1CC(=O)N(Cc2ccccc2)C1 (stereo unspecified)	0	3	-3	8	-1.2	5	10	2	0
CN(NS(=O)(=O)c1ccccc1)c1nc2ccccc2nc1C(F)(F)F	-10	0	4	-11	-0.7	7	-5	2	-6
COCCNC(=O)C1(C)CCCN(C(=O)c2cc(F)cc(F)c2)C1 (stereo unspecified)	1	1	-2	.	.	-6	-1	5	0
CSCc1ccc(C(=O)N2CCCC(Nc3ccc(F)cc3)C2)o1 (stereo unspecified)	-6	0	5	3	0.1	-1	-7	16	4
CCCOc1ccc(/C(O)=C2\C(=O)C(=O)N(CCCOC)C23C(=O)N(C)c2ccccc23)cc1 (stereo unspecified)	-2	0	-2	2	1.8	6	0	3	1
Cn1c(=O)c2c(nc(SCc3nn[nH]n3)n2Cc2ccccc2F)n(C)c1=O	-1	1	-4	-5	0.3	-6	-1	1	-3
CCOCCCN(C(=O)c1ccco1)C(C(=O)NC1CCCC1)c1cccc(OC)c1OC (stereo unspecified)	1	0	-3	-7	-1.2	0	3	3	6
COc1ccc(S(=O)(=O)Nc2cc(S(=O)(=O)c3ccccc3)c(O)cc2C)cc1	-2	3	2	-4	0.1	7	-1	6	-5
CC(C)=CCC/C(C)=C/CNC(=O)C[C@H]1C[C@H](C(=O)N(C(C)C)C(C)C)[C@@]2(C)c3[nH]c4cc(CCC(=O)N(C)C)ccc4c3CCN2C1=O	-2	5	2	-3	-5.7	-19	-12	13	-5
CC1(C)CN(c2ccc(N3CC(C)(C)C3=O)cc2)C1=O	-4	1	-6	1	1.2	1	-2	3	7
CCC(C(N)=O)N1C(=O)C2C3CCC(C3)C2C1=O (stereo unspecified)	0	1	0	15	-2.9	-15	-1	12	7
COCCNC(=S)N/N=C(\C)c1ccc(OC)cc1	-4	0	-6	1	-0.1	5	11	0	-2
CCOc1cc(NC(=O)C(C)C)c(OCC)cc1NC(=O)Nc1ccccc1	-6	1	-1	8	-0.9	-4	3	11	4

Going on with the list:
SMILES	M5 ag	M4 ag	M5 PAM	CRFR2-BP antag	CRFBP-R2 agonist	CHRM4 antagonist	M5 antag	M1 PAM	M4 PAM
O=c1[nH]c(=O)n(C2CCCCCC2)c(O)c1C=NCc1ccc(F)cc1	1	0	5	-29	1.0	-4	-4	-4	-1
CCNC(=S)NNC(=O)CCn1cc(C)cn1	-5	0	2	10	0.1	-16	-5	2	7
Cc1ccc(CNC(=O)CSCc2ccc(F)cc2)cc1	-9	-1	3	12	-6.1	5	8	6	-5
CC1N(C(=O)N(C)C)CCN1S(=O)(=O)c1ccccc1 (stereo unspecified)	-3	0	5	-6	0.1	12	11	6	3
O=C1CNC(=O)/C1=C\N1CCCCC1	0	1	-2	15	2.4	-1	3	5	0

Hits appear at their usual frequency. Share with any hit: about 2.6%.
